Source: PubChem (several laboratories)
SIAE inh – human SIAE inhibitors, primary screen, biochemical, fluorescence polarization, FP-Rh probe, 1536-well HTS; hit rate 0.69% among 370,000; inhibition, % at 9.66 µM; SIAE FP-Rh probe binding; Sialate O-acetylesterase (Homo sapiens), Q9HAT2;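 active = inhibition above a cutoff: mean of compounds within the control limits plus 3 SD of those, cut at about 17% in these data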;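 note: 0% = plate median of compound wells and 100% = probe without SIAE protein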
rCAG binder – binders of r(CAG) RNA repeats, primary screen, biochemical, fluorescence; r(CAG) RNA repeat, TO-PRO-1 dye displacement fluorescence; inhibition, % at 3 µM; hit rate 1.3% among 370,000; AID 651821, 2012;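 active = inhibition above the plate cutoff, the mean of all test compounds on that plate plus 3 SD, cut at about 35% in these data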;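 note: 0% = DMSO alone and 100% = 100 µM mitoxantrone as full dye displacement; higher means more dye released from RNA so lower well fluorescence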
HTRA1 inh – HTRA1 serine protease inhibitors, primary screen, biochemical, fluorescence polarization, HTS; Q92743; recombinant HTRA1, FP-rhodamine activity-based probe; inhibition, % at 5.96 µM; hit rate 0.5% among 340,000; AID 504803, 2011; in the data active = inhibition above about 36%;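 note: 0% = enzyme with DMSO and 100% = wells lacking enzyme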
GC-B act – human GC-B receptor activators, primary screen, HEK293 GC-B cells, cGMP TR-FRET, EC30 CNP; AID 1920062, 2024; hit rate 0.11% among 370,000; Atrial natriuretic peptide receptor 2 (Homo sapiens), P20594; 0% at EC30 CNP, 100% saturating CNP; activation, % at 10 µM;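 active = activation at 10 µM reaching about 35% in either raw or pattern-adjusted values, limit read from the data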
LEDGF integ inh – blockers of LEDGF/p75-dependent integrase strand transfer – biochemical, TR-FRET, high throughput, primary screen. AID 743269, 2014. TR-FRET IN-LEDGF/p75 DNA integration, Eu/Cy5. inhibition, % at 3.7 µM. hit rate 0.64% among 370,000;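 active = inhibition above the screen-wide mean plus 3 SD, cut at about 13% in these data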;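 note: signal is the Cy5 over europium emission ratio at 671 and 618 nm; 0% = plate median of compound wells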
MBD2 DNA inh – inhibitors of MBD2 binding to methylated DNA, primary screen, biochemical, TR-FRET, DNA-binding domain, human; Methyl-CpG-binding domain protein 2 (Homo sapiens), Q9UBB5; MBD2 binding to methylated oligonucleotide; inhibition, % at 4.4 µM; hit rate 0.31% among 370,000; AID 686964, 2013; in the data active = inhibition above about 13%
Target sequence (Q9UBB5 whole entry, looked up, the tested form may be a part): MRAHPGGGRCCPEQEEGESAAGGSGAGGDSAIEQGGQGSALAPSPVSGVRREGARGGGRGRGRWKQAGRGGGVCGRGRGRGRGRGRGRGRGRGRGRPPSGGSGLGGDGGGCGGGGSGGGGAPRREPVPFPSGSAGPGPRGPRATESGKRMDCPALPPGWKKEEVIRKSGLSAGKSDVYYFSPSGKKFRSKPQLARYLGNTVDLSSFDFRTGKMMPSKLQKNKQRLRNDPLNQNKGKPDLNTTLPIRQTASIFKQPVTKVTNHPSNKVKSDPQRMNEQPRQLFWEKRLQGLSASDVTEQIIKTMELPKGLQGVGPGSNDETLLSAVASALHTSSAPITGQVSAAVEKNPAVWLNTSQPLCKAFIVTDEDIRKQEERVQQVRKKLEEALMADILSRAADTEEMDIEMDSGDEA
PRMT1 FP inh – PRMT1 methyltransferase inhibitors, primary screen, biochemical, fluorescence polarization | hit rate 1.3% among 370,000 | Protein arginine N-methyltransferase 1 (Homo sapiens), Q99873 | inhibition, % at 2.79 µM | recombinant PRMT1, activity-based probe fluorescence polarization;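 active = inhibition above about 21% made by adding two undisclosed values, limit read from the data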
Target sequence (Q99873 whole entry, looked up): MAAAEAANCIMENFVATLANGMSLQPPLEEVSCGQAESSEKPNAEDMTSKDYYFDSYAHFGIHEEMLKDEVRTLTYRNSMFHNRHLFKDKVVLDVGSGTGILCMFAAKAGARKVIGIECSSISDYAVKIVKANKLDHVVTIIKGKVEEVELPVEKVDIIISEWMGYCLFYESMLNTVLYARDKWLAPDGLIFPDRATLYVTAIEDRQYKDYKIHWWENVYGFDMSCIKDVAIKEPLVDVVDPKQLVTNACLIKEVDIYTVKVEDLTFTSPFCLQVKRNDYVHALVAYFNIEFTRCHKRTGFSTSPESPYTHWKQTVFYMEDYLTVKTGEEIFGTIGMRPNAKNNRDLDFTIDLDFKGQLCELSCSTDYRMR
mABHD4 FP – ABHD4 inhibitors, primary screen, biochemical, fluorescence polarization, mouse; (Lyso)-N-acylphosphatidylethanolamine lipase (Mus musculus), Q8VD66; purified mABHD4, FP-Rh probe fluorescence polarization; inhibition, % at 8.92 µM; hit rate 0.54% among 370,000;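 active = inhibition exceeding the mean over every tested compound plus 3 SD, cut at about 30% in these data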;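 note: 0% = plate median of compound wells and 100% = S159A mutant with DMSO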
Target sequence (Q8VD66 whole entry, looked up): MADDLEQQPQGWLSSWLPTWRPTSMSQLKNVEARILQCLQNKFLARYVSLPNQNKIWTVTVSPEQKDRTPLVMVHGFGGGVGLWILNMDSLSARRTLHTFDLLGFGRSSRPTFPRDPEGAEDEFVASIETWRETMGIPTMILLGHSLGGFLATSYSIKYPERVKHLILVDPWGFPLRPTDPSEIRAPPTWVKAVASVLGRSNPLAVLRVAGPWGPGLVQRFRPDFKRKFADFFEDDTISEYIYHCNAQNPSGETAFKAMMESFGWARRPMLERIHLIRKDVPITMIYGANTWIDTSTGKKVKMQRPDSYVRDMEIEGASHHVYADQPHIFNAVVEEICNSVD
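Assay system: Wild-type mouse ABHD4 protein | Medium: HEPES pH 7.0 buffer, 150 mM NaCl, 0.01% Pluronic F-127 | Incubation: Enzyme–compound pre-incubation 45 min, then probe 60 min, both 25 °C | Technique: Fluorescence polarization with parallel and perpendicular emission, 525/598 nm | Evaluation: % inhibition of FP-Rh probe binding versus controls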
TCR CD3 inh – inhibitors of human TCR-CD3 interaction, primary screen, biochemical, fluorescence, TAMRA-labeled TCR probe; T-cell receptor (TCR); hit rate 0.37% among 360,000; inhibition, % at 9.4 µM; in the data active = inhibition above about 19%;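 note: recombinant mutant TCR 2C K166C tagged with TAMRA read by polarization; 0% = receptor in buffer alone and 100% = receptor with positive control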
TDP2 absorb – human TDP2 enzyme inhibitors, primary screen, biochemical, epi absorbance, recombinant enzyme | T5PNP hydrolysis, p-nitrophenol absorbance 415 nm | hit rate 0.34% among 370,000 | AID 720702, 2013 | inhibition, % at 12.8 µM | Tyrosyl-DNA phosphodiesterase 2 (Homo sapiens), O95551;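 active = inhibition above the mean of all tested compounds plus 3 SD, set per campaign, cut at about 25% in these data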;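 note: 0% = DMSO with enzyme and 100% = buffer with substrate but no TDP2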
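Evaluation: % inhibition relative to enzyme-containing and enzyme-free wells. Material: recombinant human TDP2. Benchmarks: enzyme-free and DMSO wells. Timing: enzyme reaction with compound for 2 h at 37 °C. Compound dosing: 12.8 µM only. Measured by: p-Nitrophenol epi absorbance. Reagent: T5PNP substrate at 5 mM, a TopII-DNA adduct mimic. Replication: single well per compound.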
Active calls of the source: *; · = no result given. These rows are one share of the data; the hit share may differ from the screen's.

SMILES	SIAE inh	rCAG binder	HTRA1 inh	GC-B act	LEDGF integ inh	MBD2 DNA inh	PRMT1 FP inh	mABHD4 FP	TCR CD3 inh	TDP2 absorb
CCOC(=O)c1nc(Nc2ccc(C(=O)O)cc2)c2ccccc2n1	9	1	2	1	-5	-3	-3	4	-4	3
COc1ccc(C[C@H](N)C(=O)N[C@H]2[C@@H](O)[C@H](n3cnc4c(N(C)C)ncnc43)O[C@@H]2CO)cc1	-1	1	4	-1	-4	1	2	2	1	3
CSc1ccc(CNCCCN(C)C)cc1	-6	-2	4	-11	-3	3	1	2	1	2
CC(C)=CC(=O)N1CCC(Oc2cccc(C(=O)NCc3ccccn3)c2)CC1	-2	-2	3	6	-4	0	8	5	-6	0
O=C(N/N=C/c1ccsc1)c1c[nH]c2ccccc12	2	2	-9	-9	1	4	5	3	-4	-3
COc1ccc2c(c1)SC(C)CC2=O (centres undefined)	4	0	1	5	2	1	-2	1	13	4
O=C(COc1cc2oc(=O)c3c(c2cc1Cl)CCCC3)N1C[C@H]2C[C@@H](C1)c1cccc(=O)n1C2	-7	4	-6	3	9	-1	-3	-7	2	-7
Cc1c(C(=O)NNC(=O)c2ccncc2)oc2ccccc12	-2	1	12	-1	1	2	1	7	1	4

Next records follow:
SMILES	SIAE inh	rCAG binder	HTRA1 inh	GC-B act	LEDGF integ inh	MBD2 DNA inh	PRMT1 FP inh	mABHD4 FP	TCR CD3 inh	TDP2 absorb
CCn1c(SCC(=O)NC2CC2)nnc1-c1ccc(F)cc1	-7	-1	-5	2	1	1	1	1	10	-2
O=C(N/N=C/c1ccc2c(c1)OCO2)C(=O)Nc1ccccc1Cl	4	-1	1	8	-5	2	0	-5	-1	-6
Cc1ccc(S(=O)(=O)NCc2ccc(C(=O)NC3CCCCC3)cc2)cc1	2	-2	-6	1	5	-1	-1	0	-7	9
CCCNc1c(N)c(=O)c1=O	7	1	·	-1	3	-4	-4	7	10	-8
CCOc1ccc(N2C(=O)C3ON(c4ccccc4)C(c4cccs4)C3C2=O)cc1 (centres undefined)	4	7	-1	1	-5	-4	4	9	-1	-8
CCCCNS(=O)(=O)/C=C/c1ccccc1	4	1	-2	-3	2	-6	-1	-3	6	7
CC12CNCC(C)(CN(C(c3ccccc3)c3ccccc3)C1)C2	5	12	-18	-17	10	-2	2	13	6	-2
Oc1ccc[n+](CCCCC[n+]2cccc(O)c2)c1	-2	3	-6	2	3	2	1	0	6	6

(more compounds)
SMILES	SIAE inh	rCAG binder	HTRA1 inh	GC-B act	LEDGF integ inh	MBD2 DNA inh	PRMT1 FP inh	mABHD4 FP	TCR CD3 inh	TDP2 absorb
COc1ccc(N(CC(=O)N2CCN(c3cccc(Cl)c3)CC2)S(=O)(=O)c2c(C)noc2C)cc1	3	4	-18	-2	-2	4	3	0	4	3
CC1(C)Cc2cccc(OCC(O)CN3CCN(c4ccccn4)CC3)c2O1 (centres undefined)	4	-12	2	2	-1	-1	1	1	2	14
CC1(C)Cc2ccccc2-c2nc(NCCO)n(-c3ccccc3)c(=O)c21	3	-4	-8	-8	0	-4	0	-3	6	-4
COc1ccccc1CNC(=O)c1sccc1C	7	-1	-1	4	-4	7	4	3	-8	-2
O=C(COc1ccc2c3c(c(=O)oc2c1)CCC3)N1CCN(c2ccccc2)CC1	-7	0	4	-2	-4	5	1	6	-7	-9
CC(C)NC(=O)CSc1nc(N)c(NC(=O)c2ccco2)c(=O)[nH]1	-2	-3	2	3	-1	-1	4	0	-9	6
CCc1cc(-c2[nH]ncc2-c2ccc(OC)cc2)c(O)cc1O	1	4	6	-6	-3	4	6	6	-4	-16
Cc1ccccc1N1CC(C(=O)N2CCc3ccccc32)CC1=O (centres undefined)	-4	-2	4	6	2	2	2	4	-4	16

Going on with the list:
SMILES	SIAE inh	rCAG binder	HTRA1 inh	GC-B act	LEDGF integ inh	MBD2 DNA inh	PRMT1 FP inh	mABHD4 FP	TCR CD3 inh	TDP2 absorb
CC(C(=O)Nc1ccccc1C(=O)N1CCOCC1)N(c1ccccc1)S(C)(=O)=O (centres undefined)	1	-2	2	-5	1	-2	2	1	-2	-15
CCCCOc1ccc(C(=O)NCC(=O)N2CC(C)OC(C)C2)cc1 (centres undefined)	12	-10	0	2	1	-2	3	-4	-6	3
CN1CC(=O)N(CCOc2ccccc2)C1=O	3	-1	1	-4	3	-6	0	4	-7	4
Cc1ccc(C(=O)CCC(=O)NC2CCCC(C)C2C)cc1 (centres undefined)	-5	-8	1	3	1	7	6	-6	-3	-13
N#Cc1ccsc1NC(=O)CN1CCN(c2ccc(O)cc2)CC1	15	12	10	-9	3	2	12	9	-7	-5
COc1ccc(-c2nc(N)n[nH]2)cc1OC	-1	-1	3	7	1	-2	-2	9	2	-8
CCN(CC)S(=O)(=O)c1ccc(N2CCCC2)c(NS(=O)(=O)c2ccccc2)c1	2	0	-7	5	-1	2	1	5	-2	0
COc1ccc(C(CCNCc2ccc(N(C)C)cc2)c2ccccc2OC)cc1 (centres undefined)	6	13	-5	-12	-2	-4	-4	4	2	4

(continued)
SMILES	SIAE inh	rCAG binder	HTRA1 inh	GC-B act	LEDGF integ inh	MBD2 DNA inh	PRMT1 FP inh	mABHD4 FP	TCR CD3 inh	TDP2 absorb
CCN(CC)C(=O)c1c(Cl)nc(C)c([N+](=O)[O-])c1C	4	-1	2	0	-3	-2	-2	4	8	-4
CCC1(C)Cc2ccccc2-c2c1c(=O)n(-c1ccc(C)cc1)c1nnnn21 (centres undefined)	0	2	3	0	-3	-2	0	9	3	5
CCOC(=O)N1CCC(NCc2c(C(=O)N(C)Cc3ccccc3)nc3ccccn23)CC1	-1	-2	3	-2	2	0	2	-2	-4	-7
C=CCN(CC=C)C(=S)Nc1ccc2nsnc2c1	-1	6	-1	3	58*	-3	28*	-2	-6	72*
O=C(CCN1CCCCCC1)Nc1ccc(F)cc1	5	-1	-4	4	0	-6	-4	-4	-4	1
CCOc1ccc(CC(=O)N2CCC3(CC2)NCCc2[nH]cnc23)cc1	-4	0	3	2	-3	9	3	-6	0	-6
Cc1cccc(N2CC(C(=O)NCCC3=CCCCC3)CC2=O)c1C (centres undefined)	11	-4	5	-1	6	-6	-4	-8	-1	-6
Cn1c(SCc2ccc(Br)cc2)nc2ccccc2c1=O	2	7	-14	2	0	-3	0	-2	-3	-14

Following part:
SMILES	SIAE inh	rCAG binder	HTRA1 inh	GC-B act	LEDGF integ inh	MBD2 DNA inh	PRMT1 FP inh	mABHD4 FP	TCR CD3 inh	TDP2 absorb
CC(=O)C1=C(O)C(=O)N(CCO)C1c1ccccc1 (centres undefined)	-2	5	4	2	0	-6	-1	0	3	6
CCn1c(SCc2nc3cc(OC)c(OC)cc3c(=O)[nH]2)nnc1-c1ccncc1	0	0	1	3	1	-1	2	-6	-3	2
CC(=O)N1N=C(c2ccc(C)cc2)OC1c1cccnc1 (centres undefined)	7	-1	0	5	-3	-1	1	3	4	16
CN1C(=O)N(C)C2C1N(CN1CCCCC1)C(=O)N2CN1CCCCC1 (centres undefined)	-1	2	4	2	0	3	-2	3	-2	0
NC(=S)NC1CCS(=O)(=O)C1 (centres undefined)	11	-4	-7	-6	5	-7	-3	0	1	-6
O=C(Nc1cccnc1)c1ccc(-c2ccccc2)cc1	-5	2	-5	-13	3	-2	0	-6	8	-5
CCN1C(=O)c2ccccc2Sc2ccc(C(=O)NCCCN3CCOCC3)cc21	7	-6	1	4	1	-7	0	0	2	12
O=C(CN1CCCCC1)Nc1cccc(-n2cnnn2)c1	2	-2	5	1	0	2	0	6	4	5

Continuation:
SMILES	SIAE inh	rCAG binder	HTRA1 inh	GC-B act	LEDGF integ inh	MBD2 DNA inh	PRMT1 FP inh	mABHD4 FP	TCR CD3 inh	TDP2 absorb
CCCCNC(=O)C1(C)CCCCN1Cc1ccc(-c2ccccc2)cc1 (centres undefined)	1	4	·	-4	-2	5	-1	5	-2	0
COc1ccc(C(CNS(=O)(=O)c2ccc(C)cc2)N2CCN(C)CC2)cc1 (centres undefined)	0	-6	24	-7	4	-7	-2	5	2	14
Cc1ccc(C(O)c2cccnc2)o1 (centres undefined)	-2	-1	5	-3	0	5	4	0	5	0
O=C(COC(=O)Cc1c(F)cccc1Cl)NCc1ccc2c(c1)OCO2	7	5	-3	-2	0	0	-1	7	1	0
COc1cc(OC)cc(-c2cc3nc4c(c(N5CCN(c6cnccn6)CC5)n3n2)CCCC4)c1	-10	2	·	-5	-3	2	-1	-5	5	8
O=C(CCN1C(=O)c2cccnc2C1=O)NC1CCCCCC1	1	-3	4	2	-2	-1	-4	4	2	10
O=C(CN1CCOCC1)Nc1ccc(Br)cn1	4	0	-2	0	3	1	-3	-1	-2	14
COCc1ccc([C@@H]2C[C@H]3CN(Cc4ccccc4C)C(=O)[C@]34CCCN24)o1	5	-6	-4	3	2	3	-3	0	-2	11

Limited to SIAE inh (3 entries from above):
| SMILES | SIAE inh |
| --- | --- |
| COc1cc(OC)cc(-c2cc3nc4c(c(N5CCN(c6cnccn6)CC5)n3n2)CCCC4)c1 | -10 |
| O=C(CCN1C(=O)c2cccnc2C1=O)NC1CCCCCC1 | 1 |
| O=C(CN1CCOCC1)Nc1ccc(Br)cn1 | 4 |

The list continues.
SMILES	SIAE inh	rCAG binder	HTRA1 inh	GC-B act	LEDGF integ inh	MBD2 DNA inh	PRMT1 FP inh	mABHD4 FP	TCR CD3 inh	TDP2 absorb
Cc1c(C(=O)NC2CC(C)(C)NC(C)(C)C2)oc2c(Cl)cccc12	-1	9	3	0	-1	1	-1	3	2	6
O=C(Nc1cccnc1)c1cc(-c2cc(Cl)ccc2O)n[nH]1	-12	13	-15	5	1	0	-1	-11	15	-3
COc1cccc(CN2CCC2(C)C(=O)Nc2ccc(C)cc2)c1F (centres undefined)	-4	-1	·	2	-2	-2	-8	-3	3	-11
CCCSc1ccc([C@@H]2[C@@H]3C(=O)N(CC)C(=O)[C@@H]3[C@]3(C(=O)OC)CCCCN23)cc1	2	-7	-4	2	1	-3	1	-12	3	3
COc1ccc(Nc2nc(C)nc3c2nnn3Cc2ccccc2)cc1OC	17*	1	-6	15	0	-1	-3	-4	-5	-6
O=C(CSc1nccn(-c2ccc(F)c(F)c2)c1=O)NC1CCCC1	-8	-4	7	2	3	1	20	8	1	-7
CC(C)CC1(C)NC(=O)NC1=O (centres undefined)	-3	2	10	4	-2	1	-3	2	3	1
COc1ccc2c(c1OC)C(=O)N1C2SC(C)(C)[C@H]1C(=O)NC1CC1 (some centres undefined)	1	-1	-8	11	-4	3	7	-1	-3	1
